# MEP2-GFP yeast – yeast TOR pathway MEP2-GFP modulation; 0.51% of 330,000 active; S. cerevisiae MEP2-GFP strain, flow cytometry GFP, 3 h; 100% = DMSO control level; GFP response vs DMSO, % at 10 µM; AID 2016;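 active = GFP response versus DMSO above a set limit, roughly screen mean plus 3 SD, cut at about 180% in these data; inconclusive = fewer than 70 cells counted for a yeast strain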;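 note: median GFP fluorescence of the barcode-gated MEP2-GFP cells per well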
# VLA-4 inh – inhibition in a human VLA-4 binding assay; P13612; VLA-4 expressing cells, ligand binding flow cytometry; inhibition, % (about 7 µM as worked out from the volumes in the protocol); 0.2% of 330,000 active; AID 2557; in the data active = inhibition above about 50%
# Target sequence (P13612 whole entry, looked up): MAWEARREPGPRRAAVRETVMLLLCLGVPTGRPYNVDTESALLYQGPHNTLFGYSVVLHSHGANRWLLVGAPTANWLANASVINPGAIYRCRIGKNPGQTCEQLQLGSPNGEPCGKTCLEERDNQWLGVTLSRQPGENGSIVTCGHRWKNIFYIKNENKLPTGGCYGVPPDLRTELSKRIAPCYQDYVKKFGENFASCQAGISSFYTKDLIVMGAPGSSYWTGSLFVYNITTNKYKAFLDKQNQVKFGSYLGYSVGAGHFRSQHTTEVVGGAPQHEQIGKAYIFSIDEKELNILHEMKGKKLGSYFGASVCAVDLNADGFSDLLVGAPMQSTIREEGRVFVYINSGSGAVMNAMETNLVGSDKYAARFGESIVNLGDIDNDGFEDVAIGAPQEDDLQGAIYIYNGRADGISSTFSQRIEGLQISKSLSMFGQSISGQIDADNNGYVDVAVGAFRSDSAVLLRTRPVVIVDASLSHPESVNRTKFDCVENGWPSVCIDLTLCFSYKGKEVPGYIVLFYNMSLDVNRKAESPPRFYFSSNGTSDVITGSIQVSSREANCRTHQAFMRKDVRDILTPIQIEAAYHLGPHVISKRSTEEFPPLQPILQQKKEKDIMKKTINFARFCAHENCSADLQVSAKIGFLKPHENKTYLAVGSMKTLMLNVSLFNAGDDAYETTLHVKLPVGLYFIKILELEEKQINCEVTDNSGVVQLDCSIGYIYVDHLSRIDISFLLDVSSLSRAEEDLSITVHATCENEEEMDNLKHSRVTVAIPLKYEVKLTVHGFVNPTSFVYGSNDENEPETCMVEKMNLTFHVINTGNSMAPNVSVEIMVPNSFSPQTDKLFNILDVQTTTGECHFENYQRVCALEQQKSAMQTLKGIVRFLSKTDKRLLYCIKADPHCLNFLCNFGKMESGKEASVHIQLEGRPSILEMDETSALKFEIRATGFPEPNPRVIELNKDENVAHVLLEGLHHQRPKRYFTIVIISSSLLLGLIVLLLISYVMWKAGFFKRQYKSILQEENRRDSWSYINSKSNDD
# CIT2 TOR yeast – alters CIT2-GFP fluorescence in TOR pathway yeast screen | GFP response vs DMSO, % at 10 µM | AID 2029 | S. cerevisiae CIT2-GFP strain, flow cytometry, 3 h; 100 means same as DMSO wells | 0.065% of 320,000 active;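 active = GFP response relative to DMSO above a set limit, near the screen mean plus 3 SD, cut at about 150% in these data; inconclusive = Fewer than 70 cells measured for a yeast strain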;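 note: ratio of well median GFP fluorescence to mean of DMSO wells on the plate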
# AGP1 TOR yeast – alters AGP1-GFP fluorescence in TOR pathway yeast screen | S. cerevisiae AGP1-GFP multiplex flow cytometry, 3 h; GFP as percent of DMSO wells | GFP response vs DMSO, % at 10 µM | 0.02% of 320,000 active;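 active = GFP response relative to DMSO above a set limit, near screen average plus 3 SD, cut at about 150% in these data; inconclusive = fewer than 70 cells counted for the yeast strain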;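 note: median GFP channel fluorescence of the gated AGP1 strain per well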
# GRK2 aptamer HTS – inhibitors of human GRK2 displacing RNA aptamer. P25098. bead flow cytometry, FAM-aptamer displacement from GRK2. inhibition of aptamer binding, % at 10 µM. 0.59% of 330,000 active;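 active = inhibition of aptamer binding above 40%, roughly 3 SD of noise, on plates passing a quality check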;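 note: median bead fluorescence of bound FAM aptamer so fluorescent compounds give negative values; no value below 0 was filed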
# CR mimetic SO – yeast age-related superoxide inhibition as caloric restriction mimetic; superoxide response (% of plate mean), % at 10 µM; 0.18% of 330,000 active; S. cerevisiae aged cells, superoxide DHE fluorescence; hits give low values; AID 2690;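 active = superoxide response under a set limit, about three screen SD below normal, cut at about 65% in these data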;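 note: yeast aged for seven days with compound at 30 °C before DHE staining; 100% = average MFI of all compound-treated wells on the plate with controls excluded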
# LAP4 TOR yeast – alters LAP4-GFP fluorescence in TOR pathway yeast screen; S. cerevisiae LAP4-GFP multiplex, flow cytometry GFP, 3 h; median GFP as percent of DMSO wells; GFP response vs DMSO, % at 10 µM; 0.34% of 320,000 active; AID 2023;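 active = GFP response vs DMSO above a set limit, about the screen mean plus 3 SD, cut at about 150% in these data; inconclusive = under 70 cell events counted for the yeast strain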
# RPL19A TOR yeast – yeast TOR pathway RPL19A-GFP modulation; S. cerevisiae RPL19A-GFP strain, flow cytometry, 3 h; hits give low values; percent response vs DMSO, % at 10 µM; 0.3% of 330,000 active; AID 2025;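 active = percent response vs DMSO below 50%; inconclusive = fewer than 70 events counted for the yeast strain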;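 note: median channel GFP fluorescence of the barcoded RPL19A-GFP strain; ratio of sample median GFP to plate DMSO average so 100% = DMSO; lower means less RPL19A-GFP as with rapamycin TOR inhibition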
# * hit, by the source's call; u = inconclusive; x = not tested or not shown. Compounds as they come; overall some 1.7% were active at least once.
mol,MEP2-GFP yeast,VLA-4 inh,CIT2 TOR yeast,AGP1 TOR yeast,GRK2 aptamer HTS,CR mimetic SO,LAP4 TOR yeast,RPL19A TOR yeast
Cc1cccc(OCC(=O)NNC(=O)Nc2cccc(Cl)c2)c1C,89,6,x,94,0,105,79,96
N#CC1=C(N)Oc2cc(N)ccc2C1C1CCCCC1 (stereo unspecified),95,-66,93,97,0,128,93,96
Fc1cccc(CSc2nnc3ccc(-c4ccncc4)nn23)c1,97,-3,95,104,1,99,98,102
CCc1sc(NC(=O)COC)nc1-c1ccccc1,105,0,98,93,0,119,105,101
COc1ccc([N+](=O)[O-])cc1NC(=O)C(C)N1CCCC1 (stereo unspecified),100,-5,104,102,0,104,91,103
O=C(Cc1ccccc1)Nc1ccc(C(=O)NCC2COc3ccccc3O2)cc1 (stereo unspecified),107,12,110,110,0,97,102,105
O=C1CC(Sc2nnc(-c3ccccc3O)o2)C(=O)N1c1ccccc1 (stereo unspecified),101,18,97,100,0,104,101,99
CC(=O)Nc1ccc(NS(=O)(=O)c2ccc3ccccc3c2)cc1,102,5,88,99,0,96,97,97
COc1ccc(CCNC(=O)C(C(=O)c2ccc(F)cc2)n2ccccc2=O)cc1OC (stereo unspecified),97,15,104,106,3,99,95,103
CCn1cc([N+](=O)[O-])c(C(=O)N2N=C(c3cccc4ccccc34)CC2c2ccccc2O)n1 (stereo unspecified),98,-4,102,95,0,112,90,92
CCOC(=O)C1C(=O)Nc2nc3ccccc3n2C1C(C)C (stereo unspecified),102,11,107,103,0,95,94,99
C#CCOc1ccc2c3c(c(=O)oc2c1)CCCC3,105,0,89,89,1,71,96,95

# Carrying on:
mol,MEP2-GFP yeast,VLA-4 inh,CIT2 TOR yeast,AGP1 TOR yeast,GRK2 aptamer HTS,CR mimetic SO,LAP4 TOR yeast,RPL19A TOR yeast
Cc1ccc(-c2nnc(SCC(=O)Nc3ccc4c(c3)oc3ccccc34)n2C)c(Cl)c1,101,20,97,103,1,104,96,100
CCC(C(=O)NC1CCCCC1)N(C(=O)c1snc(C(N)=O)c1N)c1ccc(OC)cc1OC (stereo unspecified),106,7,105,100,0,93,96,105
N=C1C(c2nc(-c3ccc(F)cc3)cs2)=C(O)CN1Cc1ccc(Cl)cc1,92,21,x,94,0,104,90,100
C[C@H](CO)N1C[C@H](C)[C@@H](CN(C)S(=O)(=O)c2ccc(F)cc2)Oc2ccc(NS(=O)(=O)c3ccccc3)cc2C1=O,95,4,102,98,0,110,90,99
CC[C@@]1(C(=O)OC)N[C@H](CN(C)C(=O)Nc2ccc(Cl)cc2)[C@@H]2C(=O)N(Cc3ccccc3)C(=O)[C@@H]21,95,23,102,92,6,100,100,95
O=C(c1ccc(C#Cc2ccccc2)o1)N1CCN(c2ccccn2)CC1,114,11,94,97,3,97,128,101
COC(=O)COc1ccc2c(=O)c(-c3ccccc3)coc2c1,96,-4,94,99,1,93,110,95
CC1(C)Cc2c(sc(NC(=O)c3ccc(S(=O)(=O)N4CCCC4)cc3)c2C#N)C(C)(C)N1,98,-1,94,89,0,121,83,97
COc1ccc(CN2CN=C(Nc3nc4ccccc4s3)NC2)cc1,106,1,101,100,0,84,106,102
CCCCn1c(N)c(N(CCOC)C(=O)C2CCN(c3ncnc4sc(C)c(C)c34)CC2)c(=O)[nH]c1=O,106,1,96,107,0,94,109,86
CC(C)OC(=O)CSc1nnc2c(n1)[nH]c1ccc(F)cc12,103,0,103,106,1,88,93,106
O=C(Nc1ccc2c(c1)OCO2)C1CCN(c2ccc(S(=O)(=O)N3CCOCC3)cc2)CC1,106,17,108,107,0,95,101,101

# Remaining list, next part:
mol,MEP2-GFP yeast,VLA-4 inh,CIT2 TOR yeast,AGP1 TOR yeast,GRK2 aptamer HTS,CR mimetic SO,LAP4 TOR yeast,RPL19A TOR yeast
CCOP(=O)(OCC)C(NC(=O)/C=C/c1ccc(OC)cc1)c1ccccc1 (stereo unspecified),102,14,88,96,1,98,90,95
CCn1c(SC)nnc1-c1nnc(SC)n1CC,95,11,94,x,0,101,98,101
Cc1csc(NS(=O)(=O)c2ccc(Cl)cc2)n1,94,5,100,97,1,96,96,99
CCOC(=O)CSc1nnc(-c2ccc3ncccc3c2)n1C,96,2,98,110,3,100,108,95
COc1cc(NC(=O)CSc2nnc(NC(C)C)s2)cc(OC)c1OC,127,-7,104,109,4,96,114,97
C[C@@H]1Cc2c(O)c(O)cc(O)c2C(=O)O1,100,23,94,96,6,106,101,99
Cc1ccccc1CC1(CO)CCCN(C(=O)CCC(=O)c2ccccc2)C1 (stereo unspecified),96,0,91,104,1,83,97,100
O=S(=O)(c1ccccc1)c1ccccc1/C=N\O,105,7,107,100,0,89,105,101
Nc1ccccc1NC(=O)CCn1c(=S)[nH]c2ccccc2c1=O,105,12,106,103,3,92,100,109
Cc1ccc(S(=O)(=O)N2CCN(CC(=O)N(CC(C)C)c3c(N)n(CC(C)C)c(=O)[nH]c3=O)CC2)c(C)c1,102,-15,94,91,0,119,84,99
O=C1C=C(NCc2ccccc2)CCC1,99,-7,94,97,12,109,88,98
COC(=O)c1ccsc1NC(=O)CCS(=O)(=O)c1ccc(Cl)cc1,97,-7,96,107,1,85,114,101

# Further structures:
mol,MEP2-GFP yeast,VLA-4 inh,CIT2 TOR yeast,AGP1 TOR yeast,GRK2 aptamer HTS,CR mimetic SO,LAP4 TOR yeast,RPL19A TOR yeast
O=C(O)COCC(=O)Nc1ccccc1-c1ccccc1,96,6,91,x,3,89,101,93
CC(=O)c1ccc(NC(=O)c2ccc(C)c(S(=O)(=O)N3CCOCC3)c2)cc1,102,11,100,98,0,115,95,102
Fc1ccc(/C=N/Nc2nnnn2-c2ccccc2)cc1,99,20,101,100,0,98,96,92
CC(=O)c1oc2ccccc2c1N,98,8,96,111,4,91,101,103
O=C(NCC1CCCO1)c1ccc(CNS(=O)(=O)c2cccc(Cl)c2)cc1 (stereo unspecified),97,0,104,113,3,93,118,106
Cc1ccc(NC(=O)c2ccn(C(=O)Nc3ccccc3)n2)c(C)c1,96,2,105,101,0,114,105,100
COc1ccc(S(=O)(=O)N/N=C\c2ccccc2F)cc1,99,6,87,93,0,104,88,110
COc1cc(NC(=O)CCS(=O)(=O)c2ccc3c(c2)oc(=O)n3C)cc(OC)c1OC,120,-5,101,97,0,81,94,99
CCOC(=O)C1=C(c2ccccc2)Nc2ncnn2C1c1ccc(OC)c(OC)c1OC (stereo unspecified),93,6,96,95,0,93,96,91
O=C(Nc1ccc2c(c1)OCO2)Nc1ccc(Br)cn1,93,-2,87,90,4,129,103,94
CC(C)c1ccc(NC(=O)CSc2nnc(-c3ccccn3)n2C)cc1,114,-3,100,102,1,95,104,100
CCCCN(C)CCN1C(=O)C2C(C(=O)Nc3cccc(OC)c3)C3C=CC2(O3)C1C(=O)NC1CCCCC1C (stereo unspecified),91,5,98,100,0,111,100,98

# (continued)
mol,MEP2-GFP yeast,VLA-4 inh,CIT2 TOR yeast,AGP1 TOR yeast,GRK2 aptamer HTS,CR mimetic SO,LAP4 TOR yeast,RPL19A TOR yeast
COc1ccc(OCc2cc(C(=O)N(Cc3nccn3C)C(C)C)no2)c2ccccc12,98,5,98,99,0,111,95,100
CCN(CC(=O)NCc1ccc(Cl)cc1)C(=O)c1sccc1C,101,3,104,104,3,88,107,97
COc1cc([N+](=O)[O-])ccc1NC(=S)Nc1cc(C(=O)OC(C)C)cc(C(=O)OC(C)C)c1,104,x,96,104,1,106,100,105
CCOc1ccc2nc(N3CCC(C(=O)N4CCN(C(=O)c5ccco5)CC4)CC3)sc2c1,113,-12,101,101,0,96,105,102
O=C(c1csc2c1CCCC2)N1CCN(c2cccc(C(F)(F)F)c2)CC1,102,4,100,104,0,119,98,102
COc1ccc(NC(=O)C2Cc3ccccc3C(=O)O2)cc1 (stereo unspecified),97,46,91,97,0,89,101,96
COc1ccc(Nc2nc(N)nc(COc3ccc(OC)cc3)n2)cc1,109,-5,100,107,1,97,106,101
Nc1ccc(-n2nncc2-c2ccco2)cc1,90,-22,96,92,0,111,89,90
CC(=O)C(N=Nc1ccccc1)(Sc1nnc(-c2ccccc2)n1-c1ccccc1)C(=O)Nc1ccccc1 (stereo unspecified),95,-2,90,98,0,87,100,96
CN(C)c1ccc(Nc2cc(Cl)ncn2)cc1,105,0,102,91,x,96,85,101
CCNC(=O)c1ccccc1-c1nc(-c2ccccc2)no1,93,6,97,100,4,121,106,93
O=Cc1c(N2CCC3(CC2)OCCO3)nc2ccccn2c1=O,98,-3,99,104,0,104,112,98

# Carrying on.
mol,MEP2-GFP yeast,VLA-4 inh,CIT2 TOR yeast,AGP1 TOR yeast,GRK2 aptamer HTS,CR mimetic SO,LAP4 TOR yeast,RPL19A TOR yeast
O=C(CC(c1ccccc1)c1cc(Br)ccc1O)N1CCCCC1 (stereo unspecified),96,x,88,93,1,106,102,93
COC(=O)c1ccc(CNC(=O)N2CCN(S(=O)(=O)c3ccc(C)cc3)CC2)cc1,99,5,104,105,0,98,104,105
Cc1ccccc1/C=N/NC(=O)CSc1nc2ccccc2o1,100,10,97,99,0,88,96,101
Cc1cc2ncn(CC3CC3(Cl)Cl)c2cc1C (stereo unspecified),94,-82,100,100,1,100,97,99
O=C(CCSc1ccccc1)NCCSCc1ccccc1,106,7,91,97,0,101,97,100
CCn1ncc(/C=C/C(=O)Nc2c(C)nn(CC)c2C)c1C,u,2,u,u,3,104,u,u
NNC(=O)CCN1CCN(Cc2ccccc2)CC1,95,5,95,105,2,101,100,98
COc1ccc2c(c1)c(CC(=O)Nc1ccc(C(C)=O)cc1)c(C)n2C(=O)c1ccc(Cl)cc1,u,15,u,u,0,97,u,u
CCc1nc2sccc2c(=O)n1N,102,-1,102,97,0,94,93,97
CCN1CCN(c2cc(C)c3cc(NC(=S)NCCN(C)C)ccc3n2)CC1,105,6,99,105,0,85,106,102
CN1CCN(C(=O)CN(c2cccc(Cl)c2)S(=O)(=O)c2ccccc2)CC1,98,-15,98,104,0,117,96,99
Cc1ccc(OCC(=O)N2CC3(C)CC2CC(C)(C)C3)cc1 (stereo unspecified),87,-19,84,93,1,93,98,101

# New compounds follow.
mol,MEP2-GFP yeast,VLA-4 inh,CIT2 TOR yeast,AGP1 TOR yeast,GRK2 aptamer HTS,CR mimetic SO,LAP4 TOR yeast,RPL19A TOR yeast
COc1cc2c(=O)n(Cc3ccccc3)c(=O)n(CC(=O)NCC3CCCO3)c2cc1OC (stereo unspecified),93,-1,98,102,0,97,94,98
CCCN1CCC(=NNC(=O)CSc2cc(C)c(Br)cc2C)CC1,108,-1,108,108,0,105,96,106
COCCCNC(=O)CCCCCNS(=O)(=O)c1ccc(Br)cc1,99,9,101,102,0,136,107,101
CC(C)C(=O)Nc1ncc(Cc2ccccc2Cl)s1,101,-7,105,100,1,110,103,105
CCOC(=O)N1CCN(C(=O)c2ccc(NC(=O)CC)cc2)CC1,102,-5,108,105,0,82,109,105
COc1ccc(-c2cc(C(=O)N3CCCc4ccccc43)no2)cc1,100,-1,96,102,0,104,98,103
Cc1ccccc1C(=O)Nc1ccccc1N1CCN(C(=O)c2ccccc2)CC1,112,9,96,100,0,99,111,99
O=C(CN1C(=O)/C(=C\c2cccc(Br)c2)Oc2ccccc21)NCC1CCCO1 (stereo unspecified),101,9,95,96,4,117,94,98
CN1CCN(S(=O)(=O)c2ccc(NS(=O)(=O)c3ccccc3)cc2)CC1,99,6,98,99,1,91,93,98
CC(=O)c1sc(C(C)(C)C)cc1NC(=O)c1ccccc1C(=O)O,90,-6,79,95,1,112,105,93
CC(Oc1ccccc1F)C(=O)NNC(=O)c1cccc(S(=O)(=O)N2CCN(C)CC2)c1 (stereo unspecified),95,2,84,88,0,110,95,92
Clc1ccc(-c2nc(N3CCOCC3)nc3ccccc23)cc1,104,8,102,92,6,105,88,101
O=C(Nc1cccn2ncnc12)C(F)(F)F,98,13,91,94,0,96,88,91

# High-throughput results (PubChem)
